H9c2 TAG inh = inhibitors of triacylglycerol accumulation | H9c2 cells, Nile Red lipid (TAG) fluorescence; cells loaded with 200 µM oleic acid | inhibition, % at 12.5 µM | 0.66% of 230,000 active;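 active = pattern-corrected inhibition of lipid staining of at least 50% with the nuclear-stain viability signal not falling by more than 50%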;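 also: 0% = DMSO wells and 100% = triacsin C control wells; some results filed as inactive read as strong as hits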
H9c2 TAG inh DAPI viability = further read-out of H9c2 TAG inh, marked with its call; DAPI nuclei signal change (viability), lower = more cytotoxic, %;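 whole-well DAPI fluorescence read on a plate reader as a viability signal; minus 50 percent equals half of cells still viable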
Active calls of the source: *. Some of the compounds tested (hit frequency here may not be typical).

SMILES | H9c2 TAG inh | H9c2 TAG inh DAPI viability
CCOC(=O)c1c(-c2ccc(C)cc2)csc1NC(=O)C1CC=CCC1C(=O)O (stereo not given) | -4.8 | -10.0
Clc1ccc(CNCC2CCCO2)c(Cl)c1 (stereo not given) | 3.4 | 0.0
N#CC1=C(N)OC2=C(C(=O)CCC2)C1c1cccs1 (stereo not given) | 9.0 | -0.5
Cc1noc(C)c1C(=O)N1CCC1(C)C(=O)NS(=O)(=O)c1ccc(Br)cc1 (stereo not given) | 7.5 | 0.5
COc1c2ccc(OCC/C(C)=C/C(=O)C=C(C)C)cc2nc2occc12 | 3.5 | -9.2
CC(=O)N1CCN(c2ccccc2NC(=O)c2cc3ccccc3o2)CC1 | -4.2 | -4.4
COc1cc(OC)cc(-c2nnc(NC(=O)CCS(=O)(=O)c3ccc(F)cc3)o2)c1 | 3.8 | 5.2
COc1ccc(CN(CC2CCC(C(=O)O)CC2)C(=S)Nc2ccccc2OC)cc1 (stereo not given) | 4.0 | 1.9
CC1(C)CC(=O)c2sc(NC(=O)c3cccs3)nc2C1 | -7.9 | -3.2
COc1ccc(S(=O)(=O)N(C)C)cc1NC(=O)CSc1nc(N)cc(N)n1 | 1.8 | -4.8
Cc1cc(C(=O)CSc2nc3ccc(Cl)cc3[nH]2)c(C)n1CC1CCCO1 (stereo not given) | 5.1 | -10.6
CCCC(=O)Nc1cnc(NC(=O)c2cccc(F)c2)cc1C | -9.5 | 6.7
CN(CC(=O)Nc1ccc(OC(F)(F)F)cc1)C(=O)Cc1cccs1 | -23.2 | -2.0
C[C@@H]1CN([C@@H](C)CO)C(=O)CCCn2nncc2CO[C@H]1CN(C)Cc1cccc(C(F)(F)F)c1 | -2.5 | 6.8
Cc1ccc(S(=O)(=O)N2CCCCC2)cc1NC(=O)COC(=O)C1(C)CC1(Cl)Cl (stereo not given) | 7.0 | -0.9
COc1ccc(CNC(=O)COc2ccc(F)cc2)cc1 | -27.7 | 12.2
COc1cc(-c2c(C#N)c(N)nc3c2CCCC3)ccc1O | -3.9 | 2.2
Cc1cc(O)c(/C=N/Nc2ccccc2Cl)c(=O)o1 | 4.7 | -6.5
CC(=O)c1ccc(NC(=S)NNC(=O)c2ccccc2[N+](=O)[O-])cc1 | -2.9 | 75.3
O=C(CN1C(=O)c2ccccc2S1(=O)=O)Nc1ncc([N+](=O)[O-])s1 | 7.5 | 0.7
Cc1ccc(S(=O)(=O)c2cc3ccccc3nc2N)cc1 | -23.9 | 18.1
Cc1ccc(S(=O)(=O)N2CCN(C(=O)[C@H](Cc3ccccc3)NC(=O)c3ccco3)CC2)cc1 | -6.3 | -1.2
CCn1cc(Cl)c(C(=O)N2N=C(c3ccc4ccccc4c3)CC2c2ccccc2O)n1 (stereo not given) | 19.2 | 2.6
Cc1ccc(NC(=S)N2CCC(N(C)CC3CCCO3)CC2)cc1 (stereo not given) | 10.5 | -8.6
CCOC(=O)c1ccccc1NC(=O)COC(=O)C1CCCC1 | 10.6 | 1.2
New compounds follow:
SMILES | H9c2 TAG inh | H9c2 TAG inh DAPI viability
CC1(NC(=O)CSc2nnc(-c3ccco3)n2Cc2ccccc2)CCS(=O)(=O)C1 (stereo not given) | 9.9 | 4.7
CCc1ccc2nc(N=C(N)N)nc(C)c2c1 | 1.1 | -8.8
O=C(OCc1cn([C@H]2C[C@H](c3ccc(Cl)cc3)N(Cc3cccs3)C[C@@H]2O)nn1)c1ccccc1 | -7.9 | 1.9
CCc1nnc2n1N=C(c1ccc([N+](=O)[O-])cc1)CS2 | 4.4 | 7.3
O=C(NCCCCc1ccccc1)C1CC(c2cc(C(F)(F)F)cc(C(F)(F)F)c2)=NO1 (stereo not given) | -8.6 | -0.9
CNc1ccc(-c2cc(OC)ccc2OC)cn1 | -2.0 | 13.4
O=C(Nc1ccc(-c2csnn2)cc1)C(Cl)(Cl)Cl | 0.1 | 2.0
CCn1ccnc1CN(C)Cc1cn(-c2ccc(C)cc2)nc1-c1cccc(C)c1 | 1.2 | 13.1
C=CCNC(=O)C1CC1(c1ccc(C)cc1)c1ccc(C)cc1 (stereo not given) | -26.1 | 3.2
CCCNC(=O)c1cc(C2CCCCN2C(=O)c2cc(F)ccc2C)on1 (stereo not given) | 0.4 | -1.5
C[C@H](CO)N1C[C@H](C)[C@@H](CN(C)S(=O)(=O)c2ccc(C#N)cc2)OCc2cn(nn2)CCCC1=O | 1.6 | 0.5
COc1ccc(/C=C/C(=O)OCC(=O)Nc2c(C)cccc2C)cc1 | 7.4 | 2.3
CCOc1ccc(NC(=O)CN(C)C(=O)c2cccc(S(=O)(=O)N3CCN(C)CC3)c2)cc1OCC | -0.3 | 1.7
Cn1nc(C(=O)OCC(=O)Nc2sccc2C(N)=O)c2ccccc2c1=O | -3.6 | -8.2
CC(C)(NC(=O)NC(CO)c1ccccc1)c1cccc(C(C)(C)NC(=O)NC(CO)c2ccccc2)c1 (stereo not given) | -3.6 | 1.4
C[C@@H]1CN([C@H](C)CO)C(=O)CCCn2nncc2CO[C@H]1CN(C)S(=O)(=O)c1ccc(F)cc1 | 8.3 | 0.3
CN(C(=O)COC(=O)c1c[nH]c(=O)[nH]c1=O)C1CCCCC1 | 7.6 | -10.9
CN(CC(=O)Nc1cccc(F)c1)CC(=O)N(C)c1c(N)n(Cc2ccccc2)c(=O)[nH]c1=O | -2.1 | 1.7
O=c1c2c3c(sc2nc(N2CCNCC2)n1CCc1ccccc1)CCCCC3 | 47.5 | 4.6
O=C(c1c(F)cccc1F)N1CCC(O)(c2cccnc2)CC1 | -11.7 | 5.7
CC(=O)NNC(=S)NC(=O)c1ccccc1 | 17.9 | 5.9
Cc1ncc([N+](=O)[O-])n1CCOC(=O)Nc1ccc(Cl)c(Cl)c1 | 6.0 | 4.7
O=C(CSc1ccsc1[N+](=O)[O-])Nc1cccc(F)c1 | -5.4 | -3.8
COc1ccc(CCNC(=O)CSc2nnc3ccccn23)cc1 | 0.7 | 4.0
O=C(NCCN1CCOCC1)Nc1cccc(Cl)c1 | 8.2 | -4.1
New compounds follow
SMILES | H9c2 TAG inh | H9c2 TAG inh DAPI viability
Cc1cc(C(F)(F)F)nc(SCCN2CCCCC2)c1C#N | 0.5 | 0.0
COc1ccc(C(CNC(=O)CSc2ccc(Br)cc2)N2CCOCC2)cc1 (stereo not given) | -7.2 | 2.4
CC(C)(C)C1CCC(=NNc2nc3ccccc3[nH]2)CC1 (stereo not given) | 10.1 | -12.6
COc1ccc(OC)c(Cc2cnc3nc(N)nc(N)c3c2C)c1 | 18.4 | -13.6
O=C(NCC1(N2CCOCC2)CCCCC1)c1cccc(S(=O)(=O)Nc2ccc(F)cc2)c1 | -8.2 | -2.5
O=C(COC(=O)CCc1ccc(S(=O)(=O)N2CCOCC2)cc1)NCc1ccccc1Cl | 2.0 | 3.6
COc1ccccc1CNC(=O)Cn1cnc2ccccc2c1=O | 22.1 | -5.0
O=C(NCc1cccnc1)c1cc(C2CCCCN2C(=O)c2ccc3ccccc3c2)on1 (stereo not given) | 10.2 | -9.2
COC(=O)C(=CC(=CN(C)C)C=C(C(=O)OC)C(=O)OC)C(=O)OC | 7.3 | -3.5
CC1(C(=O)NCCCN2CCCC2=O)CCN1CCc1ccccc1 (stereo not given) | 3.9 | 0.7
O=C(NC(=S)NCC1CCCO1)c1ccco1 (stereo not given) | -1.3 | -4.1
CN(C)c1cccc(NC(=O)c2ccco2)c1 | -4.4 | -9.8
CCOC(=O)C1CCN(c2c(NCCCN(C)C3CCCCC3)c(=O)c2=O)CC1 | 6.5 | -4.0
Cc1noc(NS(=O)(=O)c2ccc(NC(=O)Nc3ccc(Cl)c(Cl)c3)cc2)c1C | 11.5 | 3.3
COc1ccc(C(=O)N/C(=C/c2cccs2)C(=O)NC(C)(C)C)cc1OC | 5.0 | 2.3
COc1ccccc1NC(=O)c1c(N=Cc2cccc([N+](=O)[O-])c2)cnn1C | 12.1 | -4.0
CCOc1ccc(C(O)c2nccn2C)cc1 (stereo not given) | -14.7 | 1.5
Cc1cccc(CCNC(=O)CCc2nc(-c3ccccc3F)no2)c1 | 9.1 | -2.0
CSc1nnc(Cn2c(=O)sc3ccccc32)n1CCc1ccccc1 | 12.1 | -10.3
CC1CCN(CCC(=O)Nc2ccc(Cl)cc2)CC1 | -5.0 | 2.5
Cc1c(C(=O)Nc2ccc(S(=O)(=O)Nc3ncccn3)cc2)oc2ccc(Cl)cc12 | 20.4 | 1.9
O=C(O)C1C2CCC(CC2)C1C(=O)O (stereo not given) | 13.3 | -3.0
CC(=O)c1cccc(NC(=O)N2CC(C)OC(C)C2)c1 (stereo not given) | 6.5 | -1.7
CNCC[C@H](Oc1cccc2ccccc12)c1cccs1 | 38.4 | -17.4
O=C1NC(=O)C(=Cc2ccc(Cl)cc2Cl)S1 | -2.8 | 5.3
Further structures follow:
SMILES | H9c2 TAG inh | H9c2 TAG inh DAPI viability
COc1ccccc1NC(=O)COC(=O)c1c[nH]c2ccccc12 | -12.2 | 4.8
O=C(OCc1ccc([N+](=O)[O-])cc1)C1CC(=O)N(CCc2ccccc2)C1 (stereo not given) | -9.0 | 2.1
COc1cccc(C2/C(=C(/O)c3cnn(-c4ccccc4)c3C)C(=O)C(=O)N2CCN(C)C)c1OC (stereo not given) | 3.3 | -6.1
CC(C)c1nc2sc3c(SCCN(C)C)ncnc3c2c2c1CCC2 | -2.3 | 12.0
NC(=O)C1CCN(CCC(=O)Nc2ccc3c(c2)CCC3)CC1 | 13.8 | -5.0
O=C1Nc2ccccc2C1(O)Cc1ccccn1 (stereo not given) | 7.8 | -4.2
NC(N)=N/N=C(\N=Nc1ccccc1)c1cccc2cccnc12 | 11.8 | -1.8
CCn1cc([N+](=O)[O-])c(C(=O)N2N=C(c3cccc4ccccc34)CC2c2ccccc2O)n1 (stereo not given) | 37.5 | 7.9
CC(=O)c1ccc(OCc2nnn(CC(=O)NS(=O)(=O)c3ccc(C)cc3)c2-c2ccccc2)cc1 | 6.4 | 0.8
O=C(COC(=O)COc1ccc2c(c1)CCC2)Nc1ccccc1 | 2.5 | -6.8
Cc1ccc(N(Cc2ccccc2)C(=O)c2ccc(F)cc2)cc1 | -8.5 | 0.9
COc1ccc2[nH]c(=O)c(CN(C(=O)c3ccco3)C3CCCCC3)cc2c1 | -3.1 | -2.9
O=C(O)CNC(=S)NCc1ccccc1 | 17.1 | 2.6
C=CCc1cc(/C=C/c2nc(O)c([N+](=O)[O-])c(=O)[nH]2)cc(OC)c1O | -2.4 | -4.1
COc1ccc([N+](=O)[O-])cc1N(CC(=O)Nc1ccccc1C(=O)NC(C)C)S(C)(=O)=O | 7.1 | 4.2
CCc1nc(SCC(=O)Nc2ccc(N(C)C)cc2)n[nH]1 | 15.8 | 2.7
Cc1ccccc1NC(=S)NCCSc1ccc(Cl)cc1 | -24.9 | 2.8
CCCNC(=O)c1ccccc1NC(=O)Nc1ccccc1C | 14.7 | -26.9
CCc1ccc[n+](-c2[nH]c(=O)sc2/C=N/NC([S-])=Nc2ccccc2)c1 | 6.7 | -0.4
Cc1ccccc1OCCC(=O)OCC(=O)c1c(N)n(CC(C)C)c(=O)n(C)c1=O | -13.4 | -2.7
CC1CC(C)CN(C(=O)CSc2nnc(-c3ccc(Cl)cc3)o2)C1 (stereo not given) | -0.9 | -8.4
CCn1c(C)nc2cc(C(=O)NN=C(C)c3ccc(C#N)cc3)ccc21 | 0.6 | 0.9
Cc1sc2nc(CSCC(=O)Nc3ccc(C(F)(F)F)cc3)[nH]c(=O)c2c1C | -8.1 | -4.7
COc1cc(Nc2nc3c(N)cc(C(F)(F)F)cc3nc2-c2ccccc2)cc(OC)c1OC | 31.5 | 2.0
CC(C)NC(=O)c1ccc(Cl)cc1Cl | -4.1 | -9.0
Additional structures
SMILES | H9c2 TAG inh | H9c2 TAG inh DAPI viability
O=C(c1c[nH]c2ccccc2c1=O)N1CCCCCC1 | -6.4 | -6.0
O=C1CCCCC1CCc1ccncc1 (stereo not given) | -9.3 | -3.3
c1ccc(-n2ncc3c(NCCN4CCOCC4)ncnc32)cc1 | -5.2 | 9.3
Cc1ccc(C2C(C(=O)c3cccs3)=C(O)C(=O)N2c2cccc(C)n2)cc1 (stereo not given) | 0.2 | 10.9
Cc1ccc(S(=O)(=O)N2CCSC2c2ccco2)cc1 (stereo not given) | -17.8 | 1.1
COc1ccccc1CNC(=O)CN(Cc1ccc(Cl)cc1)S(C)(=O)=O | 5.9 | -20.1
COc1ccc(C(=O)N2CCN(S(=O)(=O)c3ccc(C)cc3C)CC2)cc1S(=O)(=O)N1CCOCC1 | 5.5 | -2.0
COC(=O)c1ccccc1NC(=O)COC(C)=O | 0.4 | 9.9

Screening results deposited in PubChem by Sanford-Burnham Center for Chemical Genomics.
